TCR act = activates T cell receptor signaling | primary human leukocytes, anti-CD3, IL-2 HTRF, 48 h | Potency, µM (series often up to 9.22 µM), for the others: at the top dose activation of IL-2 secretion, usual class: activators | 330,000 tested, under 10 active; also: % of control where 0% means no effect
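1) Mix primary human leukocytes, a-CD3 beads and compound. 2) Incubate 48 hr. 3) Add HTRF IL-2 reagents (a-IL-2-K, a-IL-2-d2).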
Mito fusion act = inhibitors of mitochondrial division or activators of mitochondrial fusion; Potency, µM (top dose mostly 46.1 µM), inactives show at the top dose growth rescue (activation), usual class: activators; S. cerevisiae fusion-defective mutant growth rescue, CellTiterGlo 48 h; actives 0.23% (n = 320,000);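 also: potency is read from the fitted curve at half-maximal effect; % of control where 0% means no effect; nearly all actives have a fitted effect of over 45% in size; temperature-sensitive fusion mutants such as fzo1-1 at 37 °C on non-fermentable ethanol glycerol medium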
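Compounds are tested for their ability to restore growth of mitochondrial fusion-defective yeast strains at non-permissive 37C in YPEG medium over 48 hours. Viability is quantified by luciferase luminescence.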
TSG101-PTAP inh = blocks PTAP/TSG101 interaction to inhibit HIV-1 budding | Q99816 | Potency, µM (series often up to 115 µM), without a hit: at the top dose activity change, negative = inhibition, actives largely listed as inhibitors | Fluorescence polarization, FITC-PTAP peptide / Tsg101 binding | 340,000 tested, under 10 active; active = well fitted inhibition curve with a large enough effect in the main read-out, with a control signal flat, not every such curve was filed as active; inconclusive = small, poorly fitted or top-dose-only effect, or effect the other way, or a change in a side signal; inactive = no such curve, though single readings can be large or run the other way; also: potency is read from the fitted curve at half-maximal effect; % of control where 0% means no effect
Target sequence (Q99816 whole entry, looked up): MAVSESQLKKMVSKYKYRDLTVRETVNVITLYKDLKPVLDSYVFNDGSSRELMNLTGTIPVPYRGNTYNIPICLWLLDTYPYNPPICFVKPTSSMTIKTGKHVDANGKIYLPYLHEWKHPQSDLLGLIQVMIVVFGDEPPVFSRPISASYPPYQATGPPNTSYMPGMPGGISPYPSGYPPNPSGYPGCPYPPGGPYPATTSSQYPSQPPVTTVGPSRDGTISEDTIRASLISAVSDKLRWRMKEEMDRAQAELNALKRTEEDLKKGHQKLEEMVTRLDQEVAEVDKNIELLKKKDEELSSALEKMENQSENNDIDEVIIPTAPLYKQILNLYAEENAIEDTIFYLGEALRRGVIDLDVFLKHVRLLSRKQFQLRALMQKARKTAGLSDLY
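Fluorescence anisotropy tracks displacement of a FITC-tagged PTAP peptide (50 nM) from the Tsg101 binding domain (10 uM), following a 20 min room-temperature incubation at pH 7.5.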
TSHR antagonist = blocks TSH signaling through the human TSH receptor; P16473; TSHR-expressing cells, TSH-stimulated cAMP HTRF, 2 h; hits give low values; activity change, negative = inhibition, % at 11.5 µM; actives 0.2% (n = 330,000); AID 504810;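 active = activity change below a set negative limit, meaning inhibition stronger than a set level, cut at about -70% in these data; inconclusive = activity change between two set negative limits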; also: % is scaled to controls: 0 for no effect and ±100 for the full control effect
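Competitive HTRF cAMP read-out (cryptate anti-cAMP antibody, cAMP-d2; 30 min, room temperature) in freshly harvested TSHR cells. Compounds added before TSH at EC80 (4nM final), followed by 2 hours' incubation at 37 deg C.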
AT treatment = potential ataxia-telangiectasia treatments restoring KAP-1 phosphorylation; actives 0.19% (n = 320,000); […] A-T fibroblasts, KAP-1 phosphorylation AlphaLISA; neocarzinostatin DNA damage 30 min before lysis; Potency, µM (titrated, usually from 57.5 µM), without a hit: at the top dose activation, most hits filed as activators; also: potency is read from the fitted curve at half-maximal effect; % of control where 0% means no effect; nearly all actives have a fitted effect of over 45% in size
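hTERT-immortalized A-T patient fibroblasts ([…]), 500 cells/well in OPTI-MEM, 1% FBS, got compounds for 60 min, then NCS for 30 min at 37C. Lysates were then assayed for phospho-KAP-1 by AlphaLISA (anti-pKAP1 donor, anti-KAP1 acceptor beads), 6 hr at 25C.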
Menin MLL FP TR = displaces Texas Red mutant MLL peptide from human menin; Menin + Texas Red MLL mutant peptide, fluorescence polarization; Potency, µM (highest dose often 61.6 µM), for inactives: at the highest dose FP activity change, negative = inhibition, most hits filed as inhibitors; actives 0.23% (n = 270,000); active = well fitted inhibition curve with a large enough effect in the polarisation, with a control signal flat, not every such curve was filed as active; inconclusive = small, poorly fitted or top-dose-only effect, or effect the other way, or a change in a side signal; inactive = no such curve, though single readings can be large or run the other way; the % refers to the polarisation; also: potency is read from the fitted curve at half-maximal effect; % of control where 0% means no effect; many of its hits are not listed in these tables
S-ASM inh = human S-ASM enzyme inhibition; P17405; placental ASM, HMU-PC fluorogenic substrate, 60 min; Potency, µM (titrated, usually from 57.5 µM), for inactives: at the highest dose activity change, negative = inhibition, actives largely listed as inhibitors; actives 0.006% (n = 340,000); also: potency is read from the fitted curve at half-maximal effect
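Steps: dispense placental human ASM, pin compound, wait 10 min at room temperature, add HMU-PC0 substrate at 9 uM final, incubate 60 min at 37 °C, add stop solution raising pH to 10, read fluorescence.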
a7 integrin act = activates integrin-mediated alleviation for muscular dystrophy; actives 0.064% (n = 350,000); alpha7betagal myoblasts, beta-gal FDG fluorescence, 48 h; Potency, µM (top dose mostly 38.3 µM), inactives show top-dose activation, actives largely listed as activators;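 also: potency is read from the fitted curve at half-maximal effect; 100% = response of the positive control SU9516; nearly all actives have a fitted effect of over 60% in size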
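alpha7betagal+/- myoblasts (passage 13, 250/well) treated 48 h at 37C with compounds at 1:260 dilution of DMSO stock. Lysed, then beta-galactosidase activity read as FDG fluorescence (ex 480/em 540) after 30 min, with pre-read for autofluorescence.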
CXXC DNA block = blocks binding of human MLL CXXC domain to DNA. actives 0.037% (n = 290,000). AID 2662. MLL-CXXC / FITC-HOXA9 DNA fluorescence polarization. Potency, µM (top dose mostly 115 µM), without a hit: at the highest dose activity change, negative = inhibition, actives largely listed as inhibitors; active = well fitted inhibition curve with a large enough effect in the polarisation, with a control signal flat, not every such curve was filed as active; inconclusive = small, poorly fitted or top-dose-only effect, or effect the other way, or a change in a side signal; inactive = no such curve, though single readings can be large or run the other way; the % refers to the polarisation; also: potency is read from the fitted curve at half-maximal effect
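Purified MLL-CXXC (added from a 7 uM solution) was preincubated 5 min at ambient with pinned compounds in 50 mM Tris-HCl pH 7.5, 50 mM NaCl, 1 mM DTT, 0.05% BSA. Fluorescein-labeled HOX-A9 DNA (50 nM solution) followed, 30 min, then polarization read.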
MBNL1 CUG block = blocks human MBNL1 binding to CUG repeat RNA | AID 2675 | Q9NR56 | Potency, µM (titrated, usually from 57.5 µM), without a hit: top-dose activity change, negative = inhibition, actives largely listed as inhibitors | actives 0.036% (n = 280,000) | TR-FRET MBNL1-His/biotin-(CUG)12 binding, 665/545 ratio; active = well fitted inhibition curve with a large enough effect in the signal ratio, with a control signal flat, not every such curve was filed as active; inconclusive = small, poorly fitted or top-dose-only effect, or effect the other way, or a change in a side signal; inactive = no such curve, though single readings can be large or run the other way; the % refers to the signal ratio; also: potency is read from the fitted curve at half-maximal effect; % is scaled to controls: 0 for no effect and ±100 for the full control effect
Target sequence (Q9NR56 whole entry, looked up): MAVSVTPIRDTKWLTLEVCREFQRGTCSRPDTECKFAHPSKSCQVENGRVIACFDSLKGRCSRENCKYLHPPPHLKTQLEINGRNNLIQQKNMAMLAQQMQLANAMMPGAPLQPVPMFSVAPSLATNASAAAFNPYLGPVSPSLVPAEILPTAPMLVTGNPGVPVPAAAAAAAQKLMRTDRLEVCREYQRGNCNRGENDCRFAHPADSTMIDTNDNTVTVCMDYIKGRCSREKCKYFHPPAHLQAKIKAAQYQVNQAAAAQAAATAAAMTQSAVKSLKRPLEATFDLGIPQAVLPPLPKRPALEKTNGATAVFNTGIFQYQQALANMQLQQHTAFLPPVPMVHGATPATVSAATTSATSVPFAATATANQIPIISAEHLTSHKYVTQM
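Compound titration spanned 92 nM–58 uM against the MBNL1-His/biotin-(CUG)12 complex. After 60 min at room temperature with 5 nM streptavidin-XL665 and 0.055 ng/ul terbium anti-His, ratiometric 665/545 nm emission (Ex 340 nm) normalized to controls.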
Active calls of the source: *; ? = inconclusive; . = not tested or not shown; & = joins results of further samples; [ ] = remark or other dose. Unless noted, calls follow the shape of the dose curve; as a rule, active = well fitted curve in the direction sought with a large enough effect; inconclusive = small, poorly fitted or top-dose-only effect, or another doubt; inactive = no such curve, though single readings can be large; an effect the other way counts as inactive or inconclusive. Only part of the results is shown. The share of hits here may be higher or lower than overall.

SMILES	S-ASM inh	Mito fusion act	TCR act	TSG101-PTAP inh	Menin MLL FP TR	TSHR antagonist	a7 integrin act	AT treatment	MBNL1 CUG block	CXXC DNA block
CCOC(=O)c1c(C)n(CC)c2c1cc(O)c1ccccc12	-1%	-3%	4%	2%	19%	5	8%	-5%	1%	0%
O=C(Nc1ccon1)Nc1ccccc1C(F)(F)F	9%	-2%	1%	0%	1%	-5	-7%	7%	-7%	-1%
CCC(C)CCN1C(N(C)C)=NC[C@@H]1C (stereo partly drawn)	0%	2%	-4%	-7%	.	-2	22%	7%	.	.
Cc1cccc(NS(=O)(=O)c2ccc3c(c2)OCCO3)c1	3%	14%	-41%	0%	-8%	-3	5%	4%	-3%	-3%
CCOC(=O)c1c(S(=O)(=O)NCC(=O)Nc2cccc(F)c2)c(C)n(C)c1C	-4%	4%	4%	-4%	.	2	30%	-1%	-9%	-1%
CCOc1ccc(S(=O)(=O)N2CCCC(C(=O)Nc3cc(C)cc(C)c3)C2)cc1 (stereo not drawn)	-2%	-7%	-2%	2%	26%	-9	-23%	-1%	-1%	1%
Cc1cc(C)n(-c2ccc(C(=O)NC(C)C)cc2)n1	-3%	-3%	.	-1%	-9%	3	18%	0%	-4%	4%
COc1ccc(-c2nc(NC(=O)C3CCN(c4nc5ccccc5o4)CC3)sc2C)cc1	-2%	1%	-3%	-3%	9%	-22	-53%[inhibitor]	5%	-5%	2%
CC(=O)NCCC(=O)Nc1ccc(C(N)=O)cc1	-3%	-1%	1%	1%	-2%	9	?	-4%	.	7%
Cc1ccc(NC(=O)C(=O)NC2CCCCC2)cc1	-1%	1%	-6%	-5%	-1%	-2	0%	.	1%	1%
CCn1c(-c2ccccc2)csc1=Nc1ccc(S(=O)(=O)O)cc1	11%	5%	0%[46.1 µM]	-4%	5%	-4	11%	-1%	.	3%
O=C(NCCC(=O)N1CCCCC1)c1ccc(Br)cc1	2%	-11%	4%	-2%	.	-11	-6%	11%	15%	-1%
COc1ccc(N2C(=O)/C(=C/c3ccc([N+](=O)[O-])cc3)N=C2C)cc1	-2%	0%	4%	1%	?	1	-31%	3%	.	1%
COc1ccccc1C(=O)Nc1ccccn1	5%	-2%	-2%	-6%	37%[activator]	-2	20%	6%	5%	1%
Cc1nn(CCC(=O)O)c2nc(-c3cccnc3)cc(C(F)(F)F)c12	11%	6%	6%	-9%	-13%	-28	9%	12%	4%	0%

New compounds follow:
SMILES	S-ASM inh	Mito fusion act	TCR act	TSG101-PTAP inh	Menin MLL FP TR	TSHR antagonist	a7 integrin act	AT treatment	MBNL1 CUG block	CXXC DNA block
COc1ccc(Cc2nnc(NC(=O)c3ccccc3F)s2)cc1OC	3%	0%	0%	-6%	?	12	21%	2%	-7%	0%
CN(C)CC(C)(C)CNS(=O)(=O)CC12CCC(CC1=O)C2(C)C (stereo not drawn)	4%	0%	1%	-1%	.	4	-6%	0%	-8%	-3%
CN1CCCC(OC(=O)c2cc(Cl)ccc2Cl)C1 (stereo not drawn)	3%	-1%	-3%	-4%	15%	0	12%	-14%	-8%	1%
Cc1ccc2cccc(Oc3ccc([N+](=O)[O-])cc3[N+](=O)[O-])c2n1	-1%	-3%	-3%[46.1 µM]	-2%	-1%	5	0%	-1%	.	-6%
COCCn1cc(C(=O)N2CCN(C)CC2)c2c3ccccc3n(C)c2c1=O	30%	4%	.	-4%	-1%	12	-24%	-7%	15%	3%
CC(C)c1ccccc1-n1c(SCC(=O)N2CCc3ccccc3C2)nc2ccccc2c1=O	-5%	10%	1%[46.1 µM]	-2%	-8%	-1	-51%[inhibitor]	-16%	18%	-12%
Cc1ccc(NC(=O)N(C2CCCCC2)C(C)c2cccnc2)cc1C (stereo not drawn)	6%	-9%	-5%	-1%	-4%	12	-6%	2%	-7%	-11%
CC1=Nc2ccc(C)cc2/C1=C/c1c(N)n2oc(C)cc2nc1=O	34%&38%[activator]	5%&4%	-3%&-5%	13%&5%	-28%	-5&-6	?	-14%&-3%	99%[activator]	34%&37%[activator]
Cc1ccc(C(=O)N2CCc3cc4c(cc3C2C)OCCCO4)cc1 (stereo not drawn)	-7%	13%	-7%	-2%	?	-8	-61%[inhibitor]	2%	-1%	-4%
O=C(CSc1nnc(Cc2ccccc2)n1-c1ccc(Cl)cc1)N1CCOCC1	2%	-1%	.	-13%	-9%	5	13%	5%	-5%	-10%
CCC1CCCCN1C(=O)CSC1=NN2CCCC(=O)N=C2S1 (stereo not drawn)	3%	-1%	6%	-1%	.	-1	19%	-7%	-7%	13%
Cn1c(O)c(N=NC(=O)c2cccc(S(=O)(=O)N3CCCCC3)c2)c2ccccc21	?	?	-3%[46.1 µM]	-2%	13%	-8	-31%	-1%	7%	6%
COc1cc(OC)cc(C(=O)N2CCN(Cc3ccccc3[N+](=O)[O-])CC2)c1	-1%	-1%	-2%	2%	?	-8	-3%	-5%	6%	3%
CCN1/C(=C/C(C)=C/c2sc3ccccc3[n+]2CC)Sc2ccccc21	?	2%	17%	?	?	-17	?	-8%	?	?
CN1CCN(C(=O)C2CCC(=O)N(Cc3cccc(C(F)(F)F)c3)C2)CC1 (stereo not drawn)	9%	-1%	0%	-4%	.	22	3%	19%	132%[activator]	19%

More structures
SMILES	S-ASM inh	Mito fusion act	TCR act	TSG101-PTAP inh	Menin MLL FP TR	TSHR antagonist	a7 integrin act	AT treatment	MBNL1 CUG block	CXXC DNA block
O=C1C(=O)N(CCCN2CCOCC2)C(c2cccs2)/C1=C(/O)c1ccc2c(c1)OCO2 (stereo not drawn)	.	0%	-4%[46.1 µM]	.	-5%	29	.	7%	?	12%
CCC(OCC(O)CN1CCCCC1)c1ccccc1 (stereo not drawn)	-3%	-5%	-3%	4%	-3%	3	20%	5%	2%	8%
COC(=O)c1cc(C(=O)Nc2nnc(CC(C)(C)C)s2)cc([N+](=O)[O-])c1	-13%	11%	0%[46.1 µM]	0%	1%	-12	20%	4%	19%	2%
CN1CCN(S(=O)(=O)c2ccc(NC(=S)NC(=O)c3ccc(Cl)cc3)cc2)CC1	-1%	-6%	4%	-1%	?	14	-8%	4%	-14%	-9%
C/C(=C\C(=O)c1ccccc1)Nc1ccc(O)cc1	-1%	0%	-3%	-1%	?	6	-41%	-3%	?	-6%
COc1ccccc1C(=O)NNC(=O)c1ccc(NS(=O)(=O)c2cccs2)cc1	1%	1%	2%	1%	.	15	25%	-7%	3%	-13%
COc1ccccc1NC(=O)c1ccc2snnc2c1	0%	2%	0%	1%	1%	5	-16%	0%	14%	-2%
COc1cc(CNC2CCCC2)cc(OC)c1OC	1%	-5%	-3%	-1%	-10%	11	21%	-1%	-1%	9%
Cc1ccc(NS(=O)(=O)c2cccc3nsnc23)cc1	1%	8%	2%	2%	.	-32	10%	8%	.	6%
C#CCOn1c(-n2nc(C)cc2C)nc2ccccc2c1=O	4%	20%	1%	-3%	-19%	25	-30%	22%	-15%	28%
Cc1ccc(N2CCN(/N=C/c3sccc3C)CC2)cc1	-2%	-1%	-4%	0%	?	-2	10%	-12%	-8%	11%
O=C(/C=C/c1ccc([N+](=O)[O-])cc1)Nc1ncc([N+](=O)[O-])s1	-14%	?	-4%	-9%	?	-34	-44%	-11%	?	-27%
CC(=O)N1CCCc2cc(S(=O)(=O)N3CCCC(C(=O)N4CCN(c5ccccc5)CC4)C3)ccc21 (stereo not drawn)	-1%	7%	1%	0%	.	12	-44%	10%	17%	-12%
COC(=O)COc1ccc(NC(=O)Cn2nc(-c3ccccc3)c3ccccc3c2=O)cc1	-1%	-17%	3%	-2%	-12%	4	7%	6%	-8%	5%
CC1CCN(S(=O)(=O)c2ccc3c(c2)N(CC(=O)NCCCN(Cc2ccccc2)C(C)C)C(=O)CO3)CC1	3%	0%	9%	-7%	?	37	-63%[inhibitor]	7%	1%	9%
Cn1c(N2CCOCC2)c(/C=N/OC(=O)c2ccc(F)cc2)c2ccccc21	-2%	-7%	2%	-7%	-4%	-7	-29%	35µM*	-1%	-16%
C#CCOCCOCCOCCNc1nc(N2CCOCC2)nc(N2CCN(C(=O)CCCCCCCCCCNC(=O)[C@H]([C@@H](C)CC)n3cc(CCCCN=C(N)N)nn3)CC2)n1	0%	-16%	0%	-3%	.	11	1%	17%	.	.
OCC1(CCCc2ccccc2)CCN(C2CCC2)CC1	-5%	0%	5%	-3%	-8%	13	3%	4%	0%	3%

Screening data deposited in PubChem by National Center for Advancing Translational Sciences (NCATS).
